Source: PubChem (several laboratories)
PfHsp40 rescue: rescue of yeast from PfHsp40 toxicity, primary screen, S. cerevisiae, ATP luminescence; 340,000 compounds, 0.68% hits; S. cerevisiae expressing PfHsp40, growth rescue; growth rescue, % at 12.5 µM; in the data active = growth rescue above about 28%, passing the limit was not always enough; inconclusive = no clear call, values can overlap the other calls;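 note: yeast W303a lacking pdr1 and pdr3 grown in galactose medium; growth measured after three days at 30 °C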
3CLpro inhibitor: SARS-CoV 3CLpro protease inhibitors, primary screen, biochemical, quenched FRET. recombinant SARS-CoV 3CLpro, quenched FRET peptide cleavage. inhibition, % at 6 µM. 290,000 compounds, 0.14% hits. AID 1706, 2009; in the data active = inhibition above about 12%
DUSP3 inh: VHR1 phosphatase inhibitors, primary screen, biochemical, absorbance, uHTS | Dual specificity protein phosphatase 3 (Homo sapiens), P51452 | recombinant VHR phosphatase, pNPP absorbance | inhibition, % at 13.3 µM | 290,000 compounds, 0.52% hits | AID 1654, 2009; in the data active = inhibition above about 50%; note: some compounds called inactive have numbers as strong as hits
Target sequence (P51452 whole entry, looked up): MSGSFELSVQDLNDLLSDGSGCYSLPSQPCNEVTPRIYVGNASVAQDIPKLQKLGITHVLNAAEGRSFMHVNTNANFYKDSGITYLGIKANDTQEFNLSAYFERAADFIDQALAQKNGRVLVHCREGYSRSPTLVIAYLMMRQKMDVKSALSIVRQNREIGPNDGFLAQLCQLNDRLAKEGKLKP
Rv3671c inh: Rv3671c serine protease inhibitors, primary screen, biochemical, fluorescence polarization, M. tuberculosis H37Rv; P9WHR9; inhibition, % at 5.96 µM; 320,000 compounds, 0.048% hits; in the data active = inhibition above about 38%;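 note: extracellular domain of Rv3671c used as enzyme; 0% = enzyme with DMSO and 100% = no enzyme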
Target sequence (P9WHR9 whole entry, looked up, the tested form may be a part): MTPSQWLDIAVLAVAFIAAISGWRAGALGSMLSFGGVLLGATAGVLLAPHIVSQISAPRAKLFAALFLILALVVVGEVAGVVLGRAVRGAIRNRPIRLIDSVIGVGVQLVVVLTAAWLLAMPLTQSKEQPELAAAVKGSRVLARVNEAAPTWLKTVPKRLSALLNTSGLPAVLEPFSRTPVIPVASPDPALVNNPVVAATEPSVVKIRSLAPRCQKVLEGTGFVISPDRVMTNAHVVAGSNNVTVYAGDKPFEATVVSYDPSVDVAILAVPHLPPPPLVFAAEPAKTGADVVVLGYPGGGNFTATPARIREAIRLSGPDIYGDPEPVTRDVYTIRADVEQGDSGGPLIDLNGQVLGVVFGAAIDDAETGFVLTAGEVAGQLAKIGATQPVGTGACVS
TcdB GH inh: TcdB glycohydrolase inhibitors, primary screen, biochemical, single point, plate reader; Toxin B (Clostridioides difficile), P18177; TcdB glycohydrolase enzymatic assay; inhibition, % at 9.99 µM; 350,000 compounds, 0.24% hits; in the data active = inhibition above about 10%
Anthrax LF inh2: Bacillus anthracis LF protease inhibitors, primary screen, biochemical, multiplex microsphere, MLPCN library | 360,000 compounds, 0.12% hits | inhibition, % at 10 µM | Lethal factor (Bacillus anthracis), P15917 | multiplex microsphere protease cleavage assay; in the data active = inhibition above about 30%; inconclusive = no clear call, values can overlap the other calls; note: plate controls were buffer without enzyme for full effect and enzyme alone for no effect
Yp Topo-I inh: Yersinia pestis topoisomerase I inhibitors, primary screen, biochemical, cleavage product accumulation, plate reader, single point; activity, % at 10 µM; 360,000 compounds, 0.064% hits; AID 504884, 2011; Y. pestis Topo-I cleavage product accumulation; in the data active = activity above about 50%, passing the limit was not always enough; inconclusive = no clear call, values can overlap the other calls; note: inactives centre near 2
PriA SSB inh: inhibitors of Klebsiella pneumoniae PriA binding to SSB C-terminal tail, primary screen, biochemical, AlphaScreen; AlphaScreen SSBct-PriA binding, biotinylated peptide; inhibition, % at 33 µM; 430,000 compounds, 0.6% hits; AID 1272365, 2023; in the data active = inhibition mostly above about 37%, no sharp cut-off; inactive = mostly below about 20%;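 note: plate controls were negative control peptide for no effect and reference peptide for full effect; strong numbers were not always called active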
Vc quorum ag: inducers of Vibrio cholerae quorum light production without autoinducers, primary screen, BH1578 luxS cqsA deficient, single point; V. cholerae BH1578 lux reporter, luminescence, 6 h; activation, % at 18.7 µM; 350,000 compounds, 0.16% hits; in the data active = activation mostly above about 9.7%, no sharp cut-off; inconclusive = no clear call, values can overlap the other calls; inactive = mostly below about 3.7%; note: not every result past the cut was called active; inactives centre near 0; reference of the scale not given here
MazF activator: activators of E. coli MazEF toxin-antitoxin RNase, primary screen, biochemical, fluorescence, uHTS. FAM/BHQ RNA-DNA oligo cleavage fluorescence, 5 h. Endoribonuclease toxin MazF (Escherichia coli (strain K12)), P0AE70. AID 504720, 2011. activation, % at 20 µM. 350,000 compounds, 0.32% hits; in the data active = activation above about 50%
Target sequence (P0AE70 whole entry, looked up): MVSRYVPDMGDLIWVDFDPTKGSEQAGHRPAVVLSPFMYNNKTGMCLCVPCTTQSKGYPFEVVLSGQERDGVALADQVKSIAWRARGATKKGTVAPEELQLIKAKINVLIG
Active calls of the source: *; i = inactive; ? = inconclusive; / = no result given; & = joins results of further samples.

Each structure is followed by: Vc quorum ag	MazF activator	Rv3671c inh	TcdB GH inh	PriA SSB inh	3CLpro inhibitor	PfHsp40 rescue	Anthrax LF inh2	Yp Topo-I inh	DUSP3 inh
O=C(CCCCCn1c(=S)[nH]c2cc3c(cc2c1=O)OCO3)N1CCN(c2ccc(F)cc2)CC1
 : -0.3	0	1	-0.5	-4	0	1.2	-2	9	-1
COC(C[C@H]1O[C@@H]1C(=O)COCc1ccccc1)OC
 : /	2	-6	-13	1	/	/	/	/	/
Cc1ccc2c(c1)C(=O)C(=O)N2CC(=O)OC(C)C
 : i	0	5	/	-17	-1	-0.9	0	-12	24
CCOC(=O)Cn1ccc(NC(=O)c2ccc(F)cc2)n1
 : i	6	3	-0.3	-14	-1	-0.1	18	-7	13
CCc1nc2ccc(C(=O)N3CCN(C(=O)c4ccco4)CC3)cn2c1N(C)CCC(C)C
 : -3.0	/	/	0.6	/	/	/	-1	16	/
Cc1c(C(=O)NCc2ccccc2C(F)(F)F)sc(=O)n1Cc1ccc2c(c1)OCO2
 : i	/	/	0.7	/	/	/	-3	41	/
COc1ccc(OCC(=O)NC(=S)Nc2ccc3c4c(cccc24)CC3)cc1
 : -0.5	0	1	-3.4	-4	0	0.2	-1	-1	26
CC(C)CN(C(=O)COC(=O)c1ccc(Cl)nc1)c1c(N)n(Cc2ccccc2)c(=O)[nH]c1=O
 : i	-1	-2	2.7	1	/	-0.4	?	11	/
COc1ccc(CNc2nc(-c3cccnc3)nn2C(=O)CC(C)C)cc1
 : -0.4	-8	-1	-0.4	-21	0	4.8	6	30	36
Cc1ccsc1C(=O)Nc1cccc(S(=O)(=O)N(C)C)c1
 : -0.1	2	-9	/	-5	-5	-2.3	0	2	1
C[C@]12C(=O)N(c3ccc(F)cc3)C(=O)N1[C@H]1c3ccccc3OC[C@@H]1[C@H]2c1ccccc1
 : -1.4	0	-12	0.1	-13	/	94*	-2	1	/
Cc1ccccc1C(=O)N1CCC(C(=O)Nc2ccc(S(=O)(=O)N3CCCC3)cc2)CC1
 : i	-4	-5	/	-23	2	0.8	-2	13	-12
COC(=O)C1=C(c2ccc(OC)c(OC)c2)C[C@@H]2CC[C@H]1N2C(=O)N1CCc2cc(OC)c(OC)cc2C1
 : -11	4	2	-0.1	12	/	0.9	-4	28	/
CC(=O)Nc1ccc(NC(=O)CCC(=O)OCC(=O)c2ccc(F)cc2)cc1
 : i	-20	1	1.0	-1	-1	0.9	-4	5	-3
CC(C)[C@H](NC(=O)OCc1ccccc1)C(=O)OCC(=O)NC1(C#N)CCCC1
 : i	-9	-2	0.2	-34	-3	-0.7	3	4	-7
Cc1cc2cc3c(cc2nc1SCC(=O)N1CCN(C(=O)c2ccco2)CC1)OCO3
 : i	2	-2	/	-6	-1	-0.3	0	15	17
Cc1[nH]c2ccccc2c1C(=O)C(=O)NCCCn1ccnc1
 : -0.4	1	2	1.5	-6	5	0.9	-3	0	6
O=C(CCS(=O)(=O)c1cccc2nsnc12)N1CCN(C(=O)c2ccco2)CC1
 : i	0	-2	/	-12	-5	0.0	1	-9	-2
O=C(O)CCC(=O)Nc1ccccc1C(=O)NCc1ccco1
 : -6.0	3	2	/	-7	0	-0.7	-2	3	8
CCN(CC)C(=O)CSc1n[nH]c(=S)n1N
 : -0.4	11	-16	2.2	-8	1	0.4	-2	-8	8
O=C(COc1ccccc1[N+](=O)[O-])N/N=C/c1ccncc1
 : -0.2	-4	1	0.4	/	-3	-1.4	2	9	25
O=C(CCS(=O)(=O)c1ccccc1Cl)NCCC1=CCCCC1
 : i	4	-4	-0.1	2	1	-0.5	0	3	-11
Cc1ccc(S(=O)(=O)NNc2nc3ccccc3nc2C(F)(F)F)cc1
 : 5.0	-2	3	/	-2	4	-0.2	-1	0	20
CCc1nc2ccc(C(=O)NCCc3ccc(OC)c(OC)c3)cc2nc1CC
 : i	0	2	0.8	-10	5	0.1	-2	16	-2
COc1cccc(CNC(=O)CSCC(=O)Nc2cc(C)on2)c1
 : i	-7	-2	2.2	-1	/	18	-2	6	/
COCC(C)n1c(C)cc(C(=O)COC(=O)c2ccc3ncsc3c2)c1C (stereo unspecified)
 : -0.2	-1	0	/	10	3	-1.6	-4	33	12
CCc1nnc(NC(=O)[C@@H](NC(=O)c2ccc(C(C)(C)C)cc2)C(C)C)s1
 : -3.8	-6	-6	0.6	4	8	-0.2	0	27	1
Cc1cc([N+](=O)[O-])c(=O)[nH]c1C
 : 1.3	6	/	-0.5	-14	/	-1.0	3	12	/
CCN(CC)CCNC(=O)C(C)c1nn(CC)c(=O)c2ccccc12 (stereo unspecified)
 : 2.2	7	3	0.2	-2	-3	-0.3	0	0	3
O=C(NCc1nc2ccccc2[nH]1)C1=C[C@H](c2coc3ccccc3c2=O)C[C@H](OCCCCO)O1
 : -2.4	-4	-7	0.3	-21	/	-0.2	2	14	/
Cc1cnc(NC(=O)CCCc2nc3ccccc3s2)s1
 : -2.2	-4	-5	/	-3	2	0.9	-1	4	21
CCCCN1CC(=O)N2Cc3[nH]c4ccccc4c3C[C@H]2C1=O
 : 1.4	-2	5	0.6	6	4	0.2	-9	-2	10
COC(=O)c1sc(=S)n(-c2ccccc2OC)c1N
 : -0.4	3	-1	/	0	6	-1.0	-3	-5	-8
COc1ccc(S(=O)(=O)N(C)C2CCS(=O)(=O)C2)cc1OC (stereo unspecified)
 : -0.6	1	3	-1.3	0	-6	-1.7	-1	4	-4
CC1(C)CC(=O)C(/C=N/n2cnc3ccccc3c2=O)=C(O)C1
 : /	4	8	/	/	-10	-0.3	6	-2	0
Cc1cccc(OCC(O)Cn2c(NCc3cccnc3)nc3c2c(=O)[nH]c(=O)n3C)c1 (stereo unspecified)
 : i	7	-1	/	4	-1	-1.1	-1	-12	-1
Cc1ccc(-n2nnnc2SC(C(=O)c2c[nH]c3ccccc23)c2ccccc2)cc1 (stereo unspecified)
 : -0.4	4	-205	/	-11	2	-2.4	-1	1	8
CCCC(=O)c1ccc(N2CCN(C(=O)c3ccccc3)CC2)c(F)c1
 : i	-3	1	/	-4	0	-0.1	-2	18	18
CCOC(=O)c1c(C)oc2ccc(O)c(CN(C)C)c12
 : -0.5	4	6	/	9	1	-0.2	-1	-5	2
COc1cccc(C2C=C(c3cccs3)Nc3ncnn32)c1OC (stereo unspecified)
 : -2.1	8	-4	/	7	-2	4.3	-1	10	5
O=C(NCCCc1ccccc1)Nc1cccc(Cl)c1
 : -0.3	10	-13	0.5	-55	-1	-1.3	-4	0	9
COc1ccccc1C(=O)NCCC(=O)N1CCCC(C(F)(F)F)C1 (stereo unspecified)
 : i	-6	4	1.2	-1	5	-1.0	3	-3	5
O=C(OCC(=O)C12CC3CC(CC(C3)C1)C2)c1ccccc1O
 : i	11	-1	-0.1	4	/	0.0	5	-3	/
Cc1ccc(NS(=O)(=O)c2c(C)[nH]c(C)c2C(=O)N2CCCCC2)c(C)c1
 : 1.0	5	0	0.2	2	3	0.4	1	-1	-22
Cc1ccccc1OCCC(=O)N1CCN(S(=O)(=O)c2ccc(Cl)cc2)CC1
 : 0.6	3	-4	-5.7	5	/	0.2	4	11	/
Cc1nc(NC(=O)CSc2nnc(C3CC3)n2C)sc1C(=O)N(C)C
 : -0.5	-1	0	2.3	-13	-4	0.4	-2	5	-8
COc1ccc(N2CCN(C(=O)c3cccc4nc(C)oc34)CC2)cc1
 : i	9	-3	-4.3	-3	-1	0.1	-5	-3	15
COc1ccc(C(=O)NC(=S)Nc2ccc3oc(=O)ccc3c2)cc1
 : -0.2	-52	3	0.7	2	4	?	-3	1	-7
Nn1c(SCCOc2ccc(Cl)cc2)nnc1-c1cccnc1
 : -0.7	15	0	/	5	2	0.6	1	3	30
Cc1cc(C)nc(SCc2nnc(SCC(=O)Nc3ccccc3C)n2Cc2ccco2)n1
 : -0.4	9	0	/	-6	0	-0.6	0	20	29
CCOc1ccccc1NC(=O)Nc1ccc(Cl)cc1
 : i	15	-22	2.4	-11	0	1.1	-2	-4	42
Brc1cccc2sc(N3CCN(c4ccccc4)CC3)nc12
 : -0.8	-6	2	0.2	-15&-3	4	4.8	-8	0	4
O=C1C=CC(=O)N1c1cccc2cccnc12
 : i	-23	/	-2.6	0	/	4.4	-3	0	/
S=C(NC1CCCCC1)NN1CCOCC1
 : -2.1	0	6	-0.3	6	1	-0.6	-8	1	8
Cc1ccc(C)c(C2C(=O)c3ccccc3C2=O)c1
 : 1.2	1	0	-0.8	-5	3	0.0	-1	1	7
CC(O)CNC(=O)c1ccc(-c2nn(C)c(=O)c3ccccc23)cc1 (stereo unspecified)
 : 0.3	2	9	0.9	-4	-2	-1.1	-15	-1	33
CS(=O)(=O)N1CCN(c2ccccc2NC(=O)c2ccc(Cl)cc2)CC1
 : i	3	3	/	-6	-2	0.2	-5	6	27
CCNCCC(CCC(C)C)c1ccc2c(c1)OCO2 (stereo unspecified)
 : i	17	5	-0.5	3	-4	13	/	-2	-27
CCc1cnc(Nc2nc(C(N)c3ccccc3Cl)cs2)nc1 (stereo unspecified)
 : -1.3	/	/	1.2	/	/	/	0	19	/
CC1CCCCN1C(=O)CSc1nnc(-c2ccco2)n1CC1CCCO1 (stereo unspecified)
 : -0.4	3	-7	/	5	9	-0.8	-5	10	32

Only part of the results is shown, so the mix of outcomes need not match the whole.
